JMJD2A Tudor inh = qHTS Assay for Inhibitors of JMJD2A-Tudor Domain. hit rate 4.4% among 390,000. Lysine-specific demethylase 4A (Homo sapiens), O75164. AlphaScreen JMJD2A-Tudor / H3K4me3 peptide binding. Potency, µM (highest dose often 114 µM), for inactives: at the highest dose activity change, negative = inhibition, hits mostly inhibitors; also: % is scaled to controls: 0 for no effect and ±100 for the full control effect; nearly all actives have a fitted effect of over 50% in size
Pol kappa inh = qHTS for Inhibitors of Polymerase Kappa | AID 588579, 2011 | hit rate 0.53% among 400,000 | DNA polymerase kappa (Homo sapiens), Q9UBT6 | Potency, µM (doses to about 107 µM), inactives show at the top dose activity, negative = inhibition, most hits filed as inhibitors | purified Pol kappa, fluorescent DNA synthesis assay, 10 min; also: % is scaled to controls: 0 for no effect and ±100 for the full control effect
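Readout: fluorescence, taken kinetically at 0 and 10 min. Conditions: 10 nM Pol kappa, 15 min RT compound preincubation, 50 nM substrate final. Controls: enzyme-free buffer wells.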
G9a inh = qHTS Assay for Inhibitors of Histone Lysine Methyltransferase G9a; hit rate 8.8% among 350,000; G9a H3K9 monomethylation, AlphaScreen, 2 h; Histone-lysine N-methyltransferase EHMT2 (Homo sapiens), Q96KQ7; Potency, µM (top dose mostly 102 µM), for inactives: at the highest dose activity, negative = inhibition, most hits filed as inhibitors; also: % is scaled to controls: 0 for no effect and ±100 for the full control effect; nearly all actives have a fitted effect of over 75% in size
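Step 1: enzyme (final 20 nM) with compound, 15 min RT. Step 2: substrate peptide 500 nM and SAM 20 uM, 2 h RT. Step 3: anti-H3K9me1 antibody and AlphaScreen beads, 10 min, then plate read.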
APE1 inh = qHTS Assay for Inhibitors of the Human Apurinic/apyrimidinic Endonuclease 1 (APE1); recombinant APE1, TAMRA/BHQ-2 abasic DNA cleavage fluorescence; AID 2517, 2012; DNA repair nuclease/redox regulator APEX1 (Homo sapiens), P27695; hit rate 0.35% among 350,000; Potency, µM (doses to about 65.8 µM), for the others: top-dose activity change, negative = inhibition, actives largely listed as inhibitors;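 also: plate controls were vehicle for no effect and reference inhibitor for full effect; nearly all actives have a fitted effect of over 55% in size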
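Readout is kinetic fluorescence (ex 525, em 598 nm) from cleavage of 50 nM TAMRA/BHQ-2 THF abasic duplex by 0.75 nM APE1, compound added 15 min beforehand at RT.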
Pol beta inh = qHTS Assay for Inhibitors of DNA Polymerase Beta | P06746 | Potency, µM (series often up to 114 µM), for the others: at the top dose activity change, negative = inhibition, most hits filed as inhibitors | AID 485314, 2010 | Pol beta primer extension/strand displacement, fluorescence kinetic | hit rate 1.3% among 340,000; also: % is scaled to controls: 0 for no effect and ±100 for the full control effect
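Pol beta (10 nM) and compounds were preincubated 15 min at room temperature, then 50 nM substrate (final) started primer extension/strand displacement. Reads were taken at 0 and 10 min; concentration-response data were fitted to a four-parameter Hill equation.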
Pol eta inh = qHTS for Inhibitors of Polymerase Eta; recombinant Pol eta, fluorescent DNA replication assay; Potency, µM (series often up to 114 µM), without a hit: at the top dose activity change, negative = inhibition, usual class: inhibitors; hit rate 1.2% among 390,000; AID 588591, 2011; also: % is scaled to controls: 0 for no effect and ±100 for the full control effect
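Pol eta at 10 nM preincubated with compounds 15 min at room temperature; reaction started with fluorescent substrate (50 nM final) and read kinetically at 0 and 10 min.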
BLM helicase inh = qHTS Assay for Inhibitors of Bloom's syndrome helicase (BLM). RecQ-like DNA helicase BLM (Homo sapiens), P54132. hit rate 0.2% among 350,000. Potency, µM (series often up to 56.1 µM), without a hit: top-dose activity change, negative = inhibition, usual class: inhibitors. recombinant BLM DNA unwinding, fluorescence dequenching;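 also: plate controls were vehicle for no effect and no enzyme for full effect; nearly all actives have a fitted effect of over 35% in size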
Target sequence (P54132 whole entry, looked up): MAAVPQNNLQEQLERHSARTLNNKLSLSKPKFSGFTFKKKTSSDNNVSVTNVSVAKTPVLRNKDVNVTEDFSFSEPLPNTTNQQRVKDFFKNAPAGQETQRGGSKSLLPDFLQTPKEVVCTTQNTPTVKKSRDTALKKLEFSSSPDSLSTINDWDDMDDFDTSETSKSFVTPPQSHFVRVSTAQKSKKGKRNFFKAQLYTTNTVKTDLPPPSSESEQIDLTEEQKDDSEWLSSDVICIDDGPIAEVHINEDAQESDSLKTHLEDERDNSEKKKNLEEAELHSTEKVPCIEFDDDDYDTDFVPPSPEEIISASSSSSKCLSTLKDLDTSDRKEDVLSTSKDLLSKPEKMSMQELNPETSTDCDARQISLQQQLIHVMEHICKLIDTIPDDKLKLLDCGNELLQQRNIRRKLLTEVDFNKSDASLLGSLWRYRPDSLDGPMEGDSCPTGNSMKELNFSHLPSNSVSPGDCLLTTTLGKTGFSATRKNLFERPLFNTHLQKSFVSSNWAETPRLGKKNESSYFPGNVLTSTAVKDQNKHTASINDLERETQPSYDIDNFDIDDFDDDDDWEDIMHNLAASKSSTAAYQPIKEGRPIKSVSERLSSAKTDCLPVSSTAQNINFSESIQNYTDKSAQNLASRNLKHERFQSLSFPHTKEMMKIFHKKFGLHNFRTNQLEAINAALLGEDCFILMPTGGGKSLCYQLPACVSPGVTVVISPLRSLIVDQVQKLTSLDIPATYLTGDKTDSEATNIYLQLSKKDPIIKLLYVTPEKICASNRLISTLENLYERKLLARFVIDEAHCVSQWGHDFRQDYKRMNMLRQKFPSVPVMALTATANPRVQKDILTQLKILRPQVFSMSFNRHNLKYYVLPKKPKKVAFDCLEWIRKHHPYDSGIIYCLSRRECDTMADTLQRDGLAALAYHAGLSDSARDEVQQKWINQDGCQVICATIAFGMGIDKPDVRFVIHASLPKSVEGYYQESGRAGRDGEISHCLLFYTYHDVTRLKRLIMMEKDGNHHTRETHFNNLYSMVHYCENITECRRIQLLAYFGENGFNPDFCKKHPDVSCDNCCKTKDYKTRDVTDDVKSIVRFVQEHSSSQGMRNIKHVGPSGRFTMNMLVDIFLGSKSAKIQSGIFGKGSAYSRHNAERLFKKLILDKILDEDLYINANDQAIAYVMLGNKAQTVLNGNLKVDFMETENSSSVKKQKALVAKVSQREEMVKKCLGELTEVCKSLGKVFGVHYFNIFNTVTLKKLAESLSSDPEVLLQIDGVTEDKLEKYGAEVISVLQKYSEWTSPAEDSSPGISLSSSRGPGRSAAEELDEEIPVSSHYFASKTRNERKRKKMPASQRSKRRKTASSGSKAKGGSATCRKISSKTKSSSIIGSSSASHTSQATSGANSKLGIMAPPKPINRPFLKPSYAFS
POLI inh = qHTS for Inhibitors of Polymerase Iota; Potency, µM (highest dose often 115 µM), without a hit: at the highest dose activity, negative = inhibition, most hits filed as inhibitors; hit rate 1% among 390,000; AID 588590, 2011; Pol iota fluorescent replication assay, 10 min; DNA polymerase iota (Homo sapiens), Q9UNA4
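Fluorescent replication assay read twice, at 0 min and 10 min after adding 50 nM (final) substrate. Enzyme (10 nM) and compounds were first incubated 15 min at room temperature; enzyme-free buffer wells were negative controls.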
BAZ2B block = qHTS Assay for Inhibitors of BAZ2B; Bromodomain adjacent to zinc finger domain protein 2B (Homo sapiens), Q9UIF8; AlphaScreen BAZ2B-H3K14Ac peptide displacement; Potency, µM (top dose mostly 114 µM), for the others: top-dose activity change, negative = inhibition, most hits filed as inhibitors; hit rate 4.4% among 360,000; also: % is scaled to controls: 0 for no effect and ±100 for the full control effect; nearly all actives have a fitted effect of over 60% in size
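Protein-peptide AlphaScreen: BAZ2B 50 nM, b-H3K14Ac 50 nM, 1x PBS pH 7.4 + 0.01% Tween-20. Preincubation 30 min RT; cpd 30 min RT (top 110 uM); beads 20 min RT, light-protected.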
An asterisk follows results filed as active; [ ] = another dose, or the depositor's remark. Calls follow the shape of the dose curve; as a rule, active = well fitted curve in the direction sought with a large enough effect; inconclusive = small, poorly fitted or top-dose-only effect, or another doubt; inactive = no such curve, though single readings can be large; an effect the other way counts as inactive or inconclusive. Potency is read from the fitted curve at half-maximal effect. Only part of the results is shown; the hit share may differ from the screen's.

How did COc1cc(C(c2c(C)[nH][nH]c2=O)c2c(C)[nH][nH]c2=O)ccc1OS(=O)(=O)c1ccc(C)cc1 do in these assays?
JMJD2A Tudor inh: -29%; Pol kappa inh: -7%; G9a inh: 2.8µM*; APE1 inh: -4%; Pol beta inh: -10%; Pol eta inh: -3%; BLM helicase inh: -2%; POLI inh: 3.5µM*; BAZ2B block: -26%

What do the screens show for `Cn1c(=O)c(C(=O)CN2CCCCC2)c(N)n(Cc2ccccc2)c1=O`?
JMJD2A Tudor inh: -4%; Pol kappa inh: -7%; G9a inh: 27%[59 µM]; APE1 inh: -5%; Pol beta inh: -8%; Pol eta inh: -14%; BLM helicase inh: -2%; POLI inh: 4%; BAZ2B block: 1%

What do the screens show for `Cc1cn(C2OC(COC(=O)c3ccccc3)C(O)C2O)c(=O)[nH]c1=O` (stereo not given)?
JMJD2A Tudor inh: -8%; Pol kappa inh: -6%; G9a inh: 7%[12.7 µM]; APE1 inh: -2%; Pol beta inh: 0%; Pol eta inh: -2%; BLM helicase inh: 1%; POLI inh: -3%; BAZ2B block: -5%

How did COc1cc(/C=N/NC(=O)CNc2n[nH]c(=O)[nH]c2=O)ccc1OCc1ccccc1 do in these assays?
JMJD2A Tudor inh: -11%; Pol kappa inh: -2%; G9a inh: inconclusive; APE1 inh: -3%; Pol beta inh: -4%; Pol eta inh: -17%; BLM helicase inh: 0%; POLI inh: 24%; BAZ2B block: -13%

How did Cc1c(C(=O)N2CCCC2)oc2c1-c1nn(CC(=O)NC(C)c3ccccc3)cc1CC2 (stereo not given) do in these assays?
JMJD2A Tudor inh: inconclusive; Pol kappa inh: -3%; G9a inh: -34%[59 µM]; Pol beta inh: 10%; Pol eta inh: -13%; BLM helicase inh: -1%; POLI inh: 40%[activator]; BAZ2B block: inconclusive

What do the screens show for `CCn1c(=O)c2cc(C(=O)NCCc3ccc(Cl)cc3)sc2c2ccccc21`?
JMJD2A Tudor inh: -11%; Pol kappa inh: -23%; G9a inh: -25%[59 µM]; Pol beta inh: 1%; Pol eta inh: -3%; BLM helicase inh: -7%; POLI inh: -7%; BAZ2B block: -2%

How did CCOC(=O)N=Nc1c(O)n(CC)c2ccccc12 do in these assays?
JMJD2A Tudor inh: -17%; Pol kappa inh: -12%; G9a inh: inconclusive; APE1 inh: 0%; Pol beta inh: 27%; Pol eta inh: -14%; BLM helicase inh: 1%; POLI inh: 3%; BAZ2B block: -11%

What do the screens show for `CSCCC(NC(=O)COc1ccccc1)C(=O)N1CCN(c2ccccc2F)CC1` (stereo not given)?
JMJD2A Tudor inh: -28%; Pol kappa inh: 11%; G9a inh: 15%[59 µM]; APE1 inh: 2%; Pol beta inh: 8%; Pol eta inh: -7%; BLM helicase inh: -1%; POLI inh: 18%; BAZ2B block: -29%

How did COC(=O)CC(=O)CSc1nc(C)cc(C)c1C#N do in these assays?
JMJD2A Tudor inh: -18%; Pol kappa inh: 1%; G9a inh: inconclusive; APE1 inh: -1%; Pol beta inh: 1%; Pol eta inh: -14%; BLM helicase inh: 0%; POLI inh: inconclusive; BAZ2B block: -6%

Results for CCOc1cc(N2CCOCC2)c(OCC)cc1NC(=O)C(C)C ?
JMJD2A Tudor inh: -7%; Pol kappa inh: -12%; G9a inh: 58%[activator][59 µM]; APE1 inh: 4%; Pol beta inh: 8%; Pol eta inh: 8%; BLM helicase inh: -2%; POLI inh: 35%[activator]; BAZ2B block: -10%

How did O=C(CCn1cnc2ccccc21)N/N=C/c1ccccc1O do in these assays?
JMJD2A Tudor inh: -16%; Pol kappa inh: -4%[60.1 µM]; G9a inh: 45%[59 µM]; APE1 inh: 14%; Pol beta inh: 22%; Pol eta inh: -14%; BLM helicase inh: 1%; POLI inh: 37%; BAZ2B block: 6%

Results for CN(C)C(C)(C)/C=C/C(O)(c1ccccc1)c1ccccc1 ?
JMJD2A Tudor inh: 1%; Pol kappa inh: 5%; G9a inh: inconclusive; APE1 inh: -1%; Pol beta inh: 7%; Pol eta inh: -19%; BLM helicase inh: -1%; POLI inh: 34%[activator]; BAZ2B block: -12%

How did NC(=O)C1CCN(C(=O)c2ccc3c(=O)n(Cc4ccco4)c(SCC(=O)c4ccc(F)cc4)nc3c2)CC1 do in these assays?
G9a inh: -8%; APE1 inh: 0%; Pol beta inh: -24%; BLM helicase inh: -1%; BAZ2B block: -1%

What do the screens show for `OCCNCCNCc1ccc(-c2ccccc2)cc1`?
G9a inh: inconclusive; APE1 inh: 2%; Pol beta inh: -3%; BLM helicase inh: 38%[activator]; BAZ2B block: -35%

How did Cc1ccccc1Cn1c(CN2CCc3ccccc3C2)nc2c1c(=O)n(C)c(=O)n2C do in these assays?
JMJD2A Tudor inh: inconclusive; Pol kappa inh: -15%; G9a inh: inconclusive; APE1 inh: -4%; Pol beta inh: 34%; Pol eta inh: -4%; BLM helicase inh: -14%; POLI inh: 69%[activator]; BAZ2B block: -3%

The list goes on; it opens with the two that closed the last part.
What do the screens show for `OCCNCCNCc1ccc(-c2ccccc2)cc1`?
G9a inh: inconclusive; APE1 inh: 2%; Pol beta inh: -3%; BLM helicase inh: 38%[activator]; BAZ2B block: -35%

How did Cc1ccccc1Cn1c(CN2CCc3ccccc3C2)nc2c1c(=O)n(C)c(=O)n2C do in these assays?
JMJD2A Tudor inh: inconclusive; Pol kappa inh: -15%; G9a inh: inconclusive; APE1 inh: -4%; Pol beta inh: 34%; Pol eta inh: -4%; BLM helicase inh: -14%; POLI inh: 69%[activator]; BAZ2B block: -3%

How did CCOC(=O)CNC(=S)N(Cc1ccccc1)Cc1cccs1 do in these assays?
JMJD2A Tudor inh: 12%; Pol kappa inh: -12%; G9a inh: 5%[59 µM]; APE1 inh: -4%; Pol beta inh: -16%; Pol eta inh: -2%; BLM helicase inh: -6%; POLI inh: 113%[activator]; BAZ2B block: 1%

Results for O=C(NC1CC1)C1C2C3C4CC5C3C5C4C12 (stereo not given) ?
JMJD2A Tudor inh: -7%; Pol kappa inh: 0%; G9a inh: -34%[59 µM]; APE1 inh: 11%; Pol beta inh: 30%; Pol eta inh: -11%; BLM helicase inh: 3%; POLI inh: 20%; BAZ2B block: -2%

How did NC(=O)COc1c(-c2ccc(Br)o2)oc2ccccc2c1=O do in these assays?
JMJD2A Tudor inh: -19%; Pol kappa inh: 5%; APE1 inh: -15%; Pol beta inh: -19%; Pol eta inh: 8%; BLM helicase inh: 6%; POLI inh: -13%; BAZ2B block: inconclusive

Results for O=C(NCCc1c[nH]c2ccccc12)c1cccc(S(=O)(=O)Nc2ccccc2Cl)c1 ?
JMJD2A Tudor inh: inconclusive; Pol kappa inh: 2%; G9a inh: inconclusive; APE1 inh: -8%; Pol beta inh: -1%; Pol eta inh: -4%; BLM helicase inh: -4%; POLI inh: 6%; BAZ2B block: inconclusive

How did CC(C)CC(NC(=O)c1ccccc1)C(=O)N/N=C/c1ccco1 (stereo not given) do in these assays?
JMJD2A Tudor inh: -7%; Pol kappa inh: inconclusive; G9a inh: -21%[59 µM]; APE1 inh: inconclusive; Pol beta inh: 89µM*; Pol eta inh: 14µM*; BLM helicase inh: 2%; POLI inh: inconclusive; BAZ2B block: inconclusive

How did Cc1ccc(Cl)c2sc(NC(=O)C3CC3)nc12 do in these assays?
JMJD2A Tudor inh: -5%; Pol kappa inh: -11%; APE1 inh: 2%; Pol beta inh: 22%; Pol eta inh: -6%; BLM helicase inh: -4%; POLI inh: -7%; BAZ2B block: -6%

How did COc1ccc2[nH]c3c(=O)n(CCCN4CCOCC4)cnc3c2c1 do in these assays?
JMJD2A Tudor inh: -9%; Pol kappa inh: -11%; G9a inh: -26%; APE1 inh: 2%; Pol beta inh: 0%; Pol eta inh: -14%; BLM helicase inh: 3%; POLI inh: -8%; BAZ2B block: 0%

How did O=C(O)CSc1ncn[nH]1 do in these assays?
JMJD2A Tudor inh: -8%; Pol kappa inh: -13%; G9a inh: -10%[12.7 µM]; APE1 inh: 2%; Pol beta inh: 3%; Pol eta inh: -18%; BLM helicase inh: 0%; POLI inh: 2%; BAZ2B block: -2%

Results for Cc1nc(N)sc1-c1csc(Nc2ccc(S(N)(=O)=O)cc2)n1 ?
JMJD2A Tudor inh: inconclusive; Pol kappa inh: -9%; G9a inh: inconclusive; APE1 inh: 24%; Pol beta inh: -5%; Pol eta inh: -20%; BLM helicase inh: -10%; POLI inh: 75%[activator]; BAZ2B block: 50µM*

Results for O=C1CCN2C=Nc3cccc4ccc1c2c34 ?
JMJD2A Tudor inh: 6%; Pol kappa inh: -17%; G9a inh: -9%[2.33 µM]; APE1 inh: -9%; Pol beta inh: 87%[activator]; Pol eta inh: inconclusive; BLM helicase inh: -2%; POLI inh: 25%; BAZ2B block: 7%

Results for C=CCOC(=O)C1=C[C@H](c2ccc(Br)cc2)C[C@H](OCCCCO)O1 ?
JMJD2A Tudor inh: -11%; Pol kappa inh: 0%; Pol eta inh: -20%; POLI inh: 22%

What do the screens show for `Cc1ccc(S(=O)(=O)N(Cc2ccccc2)c2ccccc2C(=O)NCc2cccnc2)cc1`?
JMJD2A Tudor inh: -18%; Pol kappa inh: -5%; G9a inh: -18%[59 µM]; APE1 inh: 3%; Pol beta inh: 2%; Pol eta inh: -21%; BLM helicase inh: -2%; POLI inh: 18%; BAZ2B block: -28%

What do the screens show for `Cc1cccc(NC(=O)c2sc(-n3nc(C)c(CCC(C)C)c3C)nc2C)c1C`?
JMJD2A Tudor inh: 12%; Pol kappa inh: 1%; G9a inh: -2%[59 µM]; Pol beta inh: -27%; Pol eta inh: -15%; BLM helicase inh: -1%; POLI inh: -2%; BAZ2B block: -3%

Results for O=C(CN(C(=O)CNC(=O)c1cccs1)c1ccc(F)cc1)NC1CCCCC1 ?
JMJD2A Tudor inh: -15%; Pol kappa inh: -17%; G9a inh: -5%[59 µM]; APE1 inh: 4%[12.4 µM]; Pol beta inh: -2%; Pol eta inh: -17%; BLM helicase inh: 3%; POLI inh: 88%[activator]; BAZ2B block: 6%

Compound activity from PubChem.
